AmpC inh detg = qHTS Inhibitors of AmpC Beta-Lactamase (assay with detergent) | AmpC hydrolysis of nitrocefin, absorbance 480 nm, 0.01% Triton | 370,000 compounds, 0.041% hits | AID 485294, 2010 | P00811 | Potency, µM (titrated, usually from 114 µM), without a hit: at the highest dose activity change, negative = inhibition, actives largely listed as inhibitors;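 further: potency means the concentration at half of the fitted maximal effect; 0% = no-compound wells and -100% = no-enzyme wells; nearly all actives have a fitted effect of over 25% in size; some results filed as inactive show a strong effect at the top dose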
Target sequence (P00811 whole entry, looked up): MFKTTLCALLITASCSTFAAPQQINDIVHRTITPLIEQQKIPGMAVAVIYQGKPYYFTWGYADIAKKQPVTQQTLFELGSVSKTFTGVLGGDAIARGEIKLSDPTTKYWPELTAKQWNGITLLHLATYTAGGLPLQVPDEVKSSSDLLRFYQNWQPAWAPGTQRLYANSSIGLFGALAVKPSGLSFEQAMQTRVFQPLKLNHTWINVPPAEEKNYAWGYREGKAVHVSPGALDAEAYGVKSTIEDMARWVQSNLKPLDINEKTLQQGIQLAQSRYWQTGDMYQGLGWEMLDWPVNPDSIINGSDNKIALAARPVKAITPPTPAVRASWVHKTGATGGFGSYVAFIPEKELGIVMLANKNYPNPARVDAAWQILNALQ
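AmpC (5.3 nM in the dispensed reagent) in 20 mM phosphate pH 7.0 with 0.01% (detergent screen) or 0.0001% Triton X-100 was preincubated with compounds for 15 min at room temperature. Nitrocefin was then added from an 800 uM solution, and hydrolysis was followed at 480 nm.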
FBPA Giardia inh = qHTS Assay for Inhibitors of Fructose-1,6-bisphosphate Aldolase from Giardia Lamblia; A8B2U2; purified Giardia FBPA; Potency, µM (titrated, usually from 59.6 µM), for inactives: at the highest dose activity, negative = inhibition, actives largely listed as inhibitors; 290,000 compounds, 0.71% hits; further: potency means the concentration at half of the fitted maximal effect; nearly all actives have a fitted effect of over 55% in size
Target sequence (A8B2U2 whole entry, looked up): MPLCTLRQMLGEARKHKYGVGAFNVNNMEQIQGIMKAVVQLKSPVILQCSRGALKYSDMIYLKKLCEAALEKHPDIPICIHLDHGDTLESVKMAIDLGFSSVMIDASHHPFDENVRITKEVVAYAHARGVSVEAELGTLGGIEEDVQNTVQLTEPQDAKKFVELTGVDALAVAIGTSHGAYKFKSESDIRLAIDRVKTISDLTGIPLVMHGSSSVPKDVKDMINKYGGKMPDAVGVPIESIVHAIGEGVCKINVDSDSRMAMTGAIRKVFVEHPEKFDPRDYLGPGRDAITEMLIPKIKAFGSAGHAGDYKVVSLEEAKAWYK
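40 nM FBPA preincubated 10 min at RT with compound (up to 57.5 uM final), then substrate plus GAPDH/TPI/NAD/arsenate coupling and diaphorase/resazurin added. Fluorescence read after 20 min at RT, 525/598 nm.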
AmpC no deterg = qHTS Inhibitors of AmpC Beta-Lactamase (assay without detergent); AmpC nitrocefin hydrolysis, absorbance 480 nm, 0.0001% Triton; Potency, µM (titrated, usually from 57.1 µM), inactives show at the highest dose activity change, negative = inhibition, usual class: inhibitors; 330,000 compounds, 0.52% hits; AID 485341, 2010;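 further: potency means the concentration at half of the fitted maximal effect; plate controls were no compound for no effect and no enzyme for full effect; nearly all actives have a fitted effect of over 20% in size; some results filed as inactive show a strong effect at the top dose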
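AmpC (5.3 nM in the dispensed reagent) in 20 mM phosphate pH 7.0 with 0.01% (detergent screen) or 0.0001% Triton X-100 was preincubated with compounds for 15 min at room temperature. Nitrocefin was then added from an 800 uM solution, and hydrolysis was followed at 480 nm.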
AMA1 RON2 block = qHTS for Inhibitors of AMA1-RON; Towards Development of Antimalarial Drug Lead: Primary Screen; AlphaScreen AMA1-biotinylated RON2 peptide binding; 360,000 compounds, 0.2% hits; AID 720542, 2013; Plasmodium falciparum AMA1 (3D7) - RON2 peptide interaction; Potency, µM (doses to about 58.2 µM), for inactives: at the highest dose activity change, negative = inhibition, hits mostly inhibitors;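 further: potency means the concentration at half of the fitted maximal effect; 0% = vehicle wells and -100% = peptide control; nearly all actives have a fitted effect of over 45% in size; some results filed as inactive show a strong effect at the top dose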
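AMA1 (3D7) with his tag at 25 nM final met compounds first, then biotinylated RON2 peptide at 25 nM; detection used donor plus acceptor beads, 10 µg/mL apiece, read by AlphaScreen after 30 min at room temperature.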
Sm TGR block = qHTS Assay for the Inhibitors of Schistosoma Mansoni Peroxiredoxins. 360,000 compounds, 3% hits. Schistosoma mansoni thioredoxin glutathione reductase (TGR), Q962Y6. Potency, µM (top dose mostly 114 µM), for the others: at the top dose activity change, negative = inhibition, hits mostly inhibitors. purified TGR, DTNB reduction, TNB absorbance 405 nm. AID 485364, 2010; further: potency means the concentration at half of the fitted maximal effect; nearly all actives have a fitted effect of over 60% in size
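First, TGR (20 nM dispensed) and NADPH were mixed with compound. Second, a 15 min room-temperature incubation followed. Third, further NADPH and then DTNB were added to start the reaction. Finally, TNB absorbance was monitored kinetically.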
HCMV antiviral = qHTS Assay for inhibitors of the human cytomegalovirus (HCMV) | activity change, negative = inhibition, % at 57.5 µM | 410,000 compounds, 4.5% hits | HFF cells, HCMV-luciferase reporter, 72 h; active compounds read low; in the data active means activity change below about -60%; inconclusive means no clear call, values can overlap the other calls; inactive means above about -39%
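Steps: HFFs plated, 16 h 37C; compounds added; HCMV-luciferase added to MOI 1 PFU/cell; 72 h 37C; OneGlo reagent, 5 min room temperature; luminescence read, normalized to controls.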
Starred values were filed as active, the others as inactive; ? = inconclusive; . = not tested or not shown; [ ] = remark or other dose. Unless noted, the call rests on the fitted dose curve; in most records, active means well fitted curve in the direction sought with a large enough effect; inconclusive means small, poorly fitted or top-dose-only effect, or another doubt; inactive means no such curve, though single readings can be large; an effect the other way counts as inactive or inconclusive. Unless noted, on the % scale 0 is the no-effect control and ±100 the full control effect.

compound	AmpC inh detg	FBPA Giardia inh	AmpC no deterg	AMA1 RON2 block	Sm TGR block	HCMV antiviral
CC1(C)CC(=O)c2c(O)cc(OCC(=O)NCCc3ccc(S(N)(=O)=O)cc3)cc2O1	-6%	11%	-5%	1%	2%	-26
Cc1cc(C)cc(NC(=O)CN2CCN(C(=O)c3cccs3)CC2)c1	.	.	19%	-15%	.	-11
CNc1snc(C)c1C(=O)OCC(=O)N(C)c1ccccc1	-1%	.	-21%	-7%	8%	0
COc1cc(=O)n(C)c2cc(N(C)C)ccc12	-1%	?	-6%	13%	-3%	26
CCCn1c(SCC(=O)N2CCN(C(C)=O)CC2)nc2sc3c(c2c1=O)CCC3	3%	18%	141%[activator]	146%[activator]	4%	?
Cn1nnnc1SCc1nc2scc(-c3ccccc3)c2c(=O)[nH]1	4%	-8%	-50%	-7%	2%	12
CC(Sc1nc2c(c(=O)n(C)c(=O)n2C)n1Cc1cc2c(cc1Cl)OCO2)C(=O)O (centres undefined)	?	16%	-9%	-8%	0%	-18
CCN(CC(=O)Nc1ccc(NC(C)=O)cc1)C(=O)CSc1nnc(-c2ccco2)n1CC	1%	.	-13%	17%	-15%	-28
CCOC(=O)C(C(=O)Nc1cccc(C)n1)C1CCCCC1 (centres undefined)	-9%	8%	-9%	-14%	3%	36
NC(=O)COc1ccc(NC(=O)CC23CC4CC(CC(C4)C2)C3)cc1	?	5%	-16%	6%	-3%	28
O=C(Nc1ccc(Br)cc1)C1CCN(S(=O)(=O)c2cccc3nsnc23)CC1	-6%	.	.	.	-6%	0
COc1cccc(C(=O)Oc2c(CN3CCOCC3)cc(Cl)c3cccnc23)c1	-5%	3%	39%	-74%	-13%	-78*
Cc1ccc(S(=O)(=O)c2nc(C)oc2N2CCOCC2)cc1	-5%	1%	7%	9%	-5%	-6
CC(Oc1ccc2c(c1)oc(=O)c1ccccc12)C(=O)NCCN1CCOCC1 (centres undefined)	?	11%	48%	-7%	-1%	?
COn1c(-c2ccccc2)nc2c1CCc1nonc1-2	1%	3%	1%	1%	12%	.
CC(/C=N/NC(=O)Cn1nnc(N)n1)=C\c1ccc(C(C)C)cc1	1%	-3%	-8%	1%	-8%	27
COC(=O)c1ccccc1NC(=O)CSc1nnc2cc(C)c3cc(C)cc(C)c3n12	3%	.	.	.	0%	-4
CCC(=NCCc1c[nH]c2ccccc12)c1c(O)n(-c2ccc(C)cc2)c(=O)[nH]c1=O	-11%	-3%	-46%	2%	-8%	-4
Cn1c(=O)c2c(ncn2CC(=O)OCC(=O)NCc2ccc(Cl)cc2)n(C)c1=O	-3%	-1%	-5%	-20%	2%	-1
COc1ccc(CNC(=O)C/C(C)=N/NC(=O)c2ccc([N+](=O)[O-])cc2Cl)cc1	2%	-4%	-16%	52%[activator]	2%	?
CCN(Cc1ccccc1)S(=O)(=O)c1ccc(C(=O)Nc2nnc(C)o2)cc1	4%	?	-5%	45%[activator]	-4%	-4
O=c1cc(N2CCN(c3ccccc3)CC2)[nH]c(=O)n1Cc1ccc(F)cc1	?	-1%	-16%	-2%	-2%	21
C[C@H](NC(=O)c1nc[nH]c1C(=O)NCC(=O)OC(C)(C)C)c1ccccc1	?	-30%	45%	106%[activator]	-9%	23
Cc1cc(=O)oc(C)c1C(=O)NCc1ccccc1	?	7%	-10%	28%	2%	-14
COc1ccc(NC(=O)Cn2c(=O)oc3cc(S(=O)(=O)N4CCCC4)ccc32)cc1OC	1%	.	.	.	-4%	-3
C[C@@H]1COC(=O)[C@H](CC(=O)OC(C)(C)C)C/C=C\C[C@@H](CC(=O)N(CCO)Cc2ccccc2)C(=O)N1	.	.	177%[activator]	17%	.	7
COc1ccc2[nH]cc(C(=O)CN3CCC(C)CC3)c2c1	-13%	-1%	-27%	8%	-14%	162
COc1cc(/C=N/NC(=O)c2ccncc2)ccc1OCc1cnc(Cl)s1	-2%	4%	-11%	18%	.	12
CCCCCCCC(=O)NC1=NC(=O)C(C)(C)S1	2%	4%	-21%	-12%	3%	15
CC1CCN(C(=O)C(C)NCc2ccc(F)cc2)CC1 (centres undefined)	?	?	-9%	-15%	-9%	5
O=C(O)COc1ccccc1/C=N/NC(=O)Cc1ccccc1	-16%	-5%	-16%	11%	4%	6
Fc1ccc(Nc2cccc3nccnc23)cc1	-3%	-11%	-2%	-20%	-3%	-64*
Cc1ccc(S(=O)(=O)CC(=O)Nc2nc3c(C)cccc3s2)cc1	-7%	.	.	.	2%	0
CC(=O)c1ccc(NC(=O)CSc2nnc3ccc(-c4ccc(Cl)cc4)nn23)cc1	0%	.	.	.	9%	40
CC(C)OCCCNC(=O)C(=O)NCCCOC(C)C	-3%	5%	-1%	1%	5%	18
O=C(NCc1ccc(Cl)cc1)c1cnn2ccccc12	?	-6%	-18%	10%	5%	76
O=C(COC(=O)CNC(=O)c1ccc(Br)cc1)NCCC1=CCCCC1	-8%	7%	47%	4%	-1%	?
CCn1nc(NS(=O)(=O)c2ccccc2)c2cc3cccc(C)c3nc21	?	9%	-49%	3%	-4%	30
CCc1ccc(/C=N/NC(=O)C(=O)NCCCN2CCOCC2)cc1	-9%	-6%	-15%	40%[activator]	6%	-19
CCc1ccc(OCC(=O)NNC(=O)CNC(=O)c2ccc(Br)o2)cc1	-2%	.	-17%	80%[activator]	-1%	-6
CCOC(=O)C1=C(C)N=c2s/c(=C\c3cccc(OCC(=O)O)c3)c(=O)n2C1c1ccccc1 (centres undefined)	-15%	3%	11%	-4%	3%	-19
Cc1ccccc1-c1nnc(-c2ccccc2)o1	?	1%	-15%	18%	-5%	66
COc1ccc(CNC(=O)C2CCN(c3nnc(-n4cccc4CNc4ccc(C)cc4)s3)CC2)c(OC)c1	13%	.	.	.	-5%	0
Cc1cccc(-n2nc(C)cc2N)c1	0%	-10%	-12%	3%	-22%	27
COc1cc(OC)c(NC(=O)c2ccc3c(c2)N(Cc2ccc(C)cc2)CCS3)cc1Cl	11%	.	.	.	3%	0
C/C(=N\N1CCN(C)CC1)c1ccc(OC(F)F)cc1	-15%	7%	-4%[11.4 µM]	-1%	-4%	?
COc1cccc(O[C@@H]2O[C@@H]3COC(C)(C)O[C@H]3[C@H](O)[C@H]2NC(C)=O)c1	-11%	1%	-5%	-2%	-2%	15
CC(=O)C1=C(O)C(=O)N(Cc2cccnc2)C1c1ccc(O)cc1 (centres undefined)	-10%	-11%	-10%	-15%	-15%	-5
CCOC(=O)C1CCN(S(=O)(=O)c2cc(C(=O)OC)n(C)c2)CC1	-4%	7%	0%	3%	-5%	11
CCC(C(=O)OCC(=O)N1C(C)CCCC1C)c1ccccc1 (centres undefined)	4%	-3%	12%	-6%	11%	24
CCOc1ccc(CCNC(=O)Cn2c(=O)c3cccn3c3cccnc32)cc1	0%	-5%	-11%	-3%	1%	-15
Cn1c(=O)c2c(nc(CN3CCN(CCO)CC3)n2CCc2ccccc2)n(C)c1=O	0%	1%	24%	6%	3%	32
CC1CCN(C(=O)Cn2c(=O)oc3ccccc32)CC1	-11%	0%	-4%	-6%	-7%	0
CSc1cccc(NC(=S)Nc2cc(C)ccc2C)c1	0%	-7%	-24%	37%[activator]	4%	-17
O=C(Nc1nc(-c2ccccn2)cs1)C1CC1	?	16%	-8%	31%[activator]	-1%	-11
Cc1cccc2nc(CSC(=N)N)c(Br)n12	5%	-8%	-26%	14%	2%	-25
Cc1cc(C(=O)N(C)Cc2c(F)cccc2Cl)c2ccccc2n1	-9%	3%	-1%	-9%	-6%	-35
COc1ccc(OC)c(NC(=O)COC(=O)CNC(=O)c2ccc(OC)c(OC)c2)c1	-13%	-1%	-44%	-4%	-9%	34
CCC(Oc1ccccc1)C(=O)Nc1nnc(C)s1 (centres undefined)	?	6%	-3%	-4%	1%	19
CC(=O)c1c(C)[nH]c(C(=O)Nc2ccc(Cl)cc2)c1C	?	-4%	-14%	5%	-16%	50

Molecules shown so far with a furan ring, fused or not, in the order listed:
compound	AmpC inh detg	FBPA Giardia inh	AmpC no deterg	AMA1 RON2 block	Sm TGR block	HCMV antiviral
CCN(CC(=O)Nc1ccc(NC(C)=O)cc1)C(=O)CSc1nnc(-c2ccco2)n1CC	1%	.	-13%	17%	-15%	-28
CCc1ccc(OCC(=O)NNC(=O)CNC(=O)c2ccc(Br)o2)cc1	-2%	.	-17%	80%[activator]	-1%	-6

(cont.)
compound	AmpC inh detg	FBPA Giardia inh	AmpC no deterg	AMA1 RON2 block	Sm TGR block	HCMV antiviral
O=Cc1ccc(N2Cc3ccccc3C2)cc1	?	-5%	-13%	5%	?	60
CCN(CC)c1nc(N)c([N+](=O)[O-])c(NCCO)n1	-15%	1%	-6%	-1%	-5%	86
Cc1ccc(S(=O)(=O)NNC(=S)NC(C)(C)C)cc1	-10%	11µM*	-13%	?	-6%	2
Cn1ccnc1Sc1cc(Cl)ccc1[N+](=O)[O-]	?	0%	-23%	1%	2%	-23
COCCn1c(CN2CCc3ccccc3C2)nc2c1c(=O)n(C)c(=O)n2C	1%	-8%	144%[activator]	5%	.	-39
Cc1cc(N2CCCC2)c(C)cc1C=O	0%	1%	-19%	-19%	-1%	-15
CCN(CC)S(=O)(=O)c1ccc(O)c(C(=O)OCC(=O)NC23CC4CC(CC(C4)C2)C3)c1	.	.	-26%	1%	.	25
Nc1nn(-c2ccccc2)c(N)c1N=Nc1cccc(F)c1	-14%	-8%	-25%	10%	12%	95
C=CCn1c(SCc2ccc(Cl)cc2)nc2c1c(=O)[nH]c(=O)n2C	?	4%	-14%	-3%	-3%	11
O=C(C1Cc2ccccc2CN1S(=O)(=O)c1cccs1)N1CCCCC1 (centres undefined)	?	-4%	-13%	8%	7%	1
COc1ccc(C(=O)N(Cc2ccc(C(C)C)cc2)C2CCS(=O)(=O)C2)cc1 (centres undefined)	-5%	.	.	.	5%	0
CCCCN(C(=O)CSCC(=O)Nc1ccc(C)cc1)c1c(N)n(CCCC)c(=O)[nH]c1=O	-9%	.	3%	24%	-2%	-3
C[C@]12C(=O)N(c3ccc(C(F)(F)F)cc3)C(=O)N1[C@@H]1c3ccccc3OC[C@@H]1[C@H]2c1ccccc1	-11%	-11%	-26%	-3%	-7%	?
Cc1cc(=O)cc(C)n1-c1ccc(Cl)c(Cl)c1	4%	1%	-8%	4%	3%	-14

Assay outcomes as filed in PubChem.
